PolyA inhibitor – yeast polyadenylation inhibition | S. cerevisiae SKY197-pL101 polyadenylation reporter, beta-gal luminescence; efflux-impaired pdr1/pdr3 knockout yeast; score 100 = 6 SD above DMSO | calls only at 12 µM | 300,000 compounds, 0.02% hits | AID 1875;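 active = lowest replicate activity score at least 50, where 100 means six control SD above control mean; inconclusive = lowest score under 50 but half or more replicates reach 50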;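 note: yeast exposed to compound for 9 h at 30 °C; higher score means more reporter readthrough which indicates perturbed polyadenylation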
IEC-6 cytotox – kills IEC-6 intestinal cells in KLF5 counter-screen; IEC-6 cytotoxicity, luminescence viability; inhibition, % at 5 µM; 290,000 compounds, 0.78% hits; AID 1825; in the data active = inhibition above about 22%;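 note: 0% = plate median of test compound wells and 100% = cytotoxic reference compound wells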
KLF5 inh – suppresses KLF5 promoter-driven expression; 290,000 compounds, 0.23% hits; inhibition, % at 5 µM; DLD-1 KLF5 promoter-luciferase reporter, luminescence;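 active = inhibition above a per-plate limit of that plate's mean compound inhibition plus 3 SD, cut at about 60% in these data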;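 note: 0% = DMSO wells and 100% = LY294002 at 200 µM; higher means less KLF5 promoter-driven luciferase light; inactives centre near -14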
HSF1 inhib – HSF1 inhibition; NIH3T3-HGL HSE-luciferase, MG132-induced, luminescence 8 h; active compounds read low; activity change, negative = inhibition, % at 7.5 µM (by protocol); 300,000 compounds, 0.77% hits;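 active = more than half of replicate wells show activity change below -50%, luminescence cut by over half; inconclusive = some wells, but at most half, below -50%; inactive = no replicate well below -50%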;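 note: luciferase reports HSF-1 transcriptional activity via heat shock element; 0% = median of DMSO wells and -100% = zero luminescence signal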
HSP90 inh – inhibitors of HSP90 luciferase refolding in rabbit reticulocyte lysate; luciferase refolding luminescence, 3 h; inhibition, % at 5.6 µM; 290,000 compounds, 0.91% hits;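 active = inhibition above the screen-wide mean plus 3 SD, computed separately per campaign, cut at about 16% in these data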;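 note: 0% = DMSO wells and 100% = 60 µM geldanamycin wells; inhibitors lower the luminescence because luciferase stays unfolded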
AI-2 QS modul – modulates the Vibrio harveyi AI-2 quorum sensing system; Vibrio harveyi JMH597 AI-2 luminescence/OD600 ratio, 9 h; active compounds read low; strain lacks LuxN and CqsS sensors; 0 = neutral-control median; 300,000 compounds, 0.4% hits; activity change, % at 7.5 µM; in the data active = activity change below about -75%, passing the limit was not always enough; inconclusive = no clear call, values can overlap the other calls;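 note: luminescence divided by OD600 gain over 9 h not by final OD600 alone; inactives centre near 13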
GSK3B inh – human GSK3beta kinase inhibition. 300,000 compounds, 0.038% hits. AID 2097. activity score (negative = inhibition), % at 10 µM. P49841. GST-GSK3beta kinase, ADP-Glo luminescence, 60 min; active compounds read low;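 active = more than half of replicate wells score below -50%, meaning over 50% inhibition versus plate controls; inconclusive = some replicates but at most half score below -50%; inactive = no replicate scores below -50%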;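 note: 0% = median DMSO wells and -100% = median GW8510 positive control wells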
Target sequence (P49841 whole entry, looked up): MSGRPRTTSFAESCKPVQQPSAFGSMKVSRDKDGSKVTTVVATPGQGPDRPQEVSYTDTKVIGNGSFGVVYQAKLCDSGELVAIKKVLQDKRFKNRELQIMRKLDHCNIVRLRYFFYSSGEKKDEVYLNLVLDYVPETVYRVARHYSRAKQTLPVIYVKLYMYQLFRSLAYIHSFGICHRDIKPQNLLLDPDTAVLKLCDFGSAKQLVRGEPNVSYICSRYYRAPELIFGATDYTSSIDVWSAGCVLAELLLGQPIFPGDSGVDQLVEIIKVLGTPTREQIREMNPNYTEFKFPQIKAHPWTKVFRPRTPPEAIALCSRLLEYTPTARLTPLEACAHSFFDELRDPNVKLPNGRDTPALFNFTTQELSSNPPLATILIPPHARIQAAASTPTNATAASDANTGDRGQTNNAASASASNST
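Test system: GST-fused GSK3beta enzyme, cell-free | Quantity: 1.6 ng GST-GSK3beta enzyme per well | Reagent: 25 µM ATP with peptide substrate | Schedule: 60 min enzyme reaction, room temperature | Signal: Luminescent ADP-Glo measurement of ADP formed | Read-out basis: Score relative to plate controls | Control set: DMSO and 20 µM GW8510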
HSF1 activator – increases HSF-1 driven luciferase reporter signal; 300,000 compounds, 1.7% hits; NIH3T3-HGL HSF-1 luciferase reporter, MG132, 8 h; 100% = twice DMSO control signal; activation, % at 9 µM;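 active = mean replicate activation of at least 50% with a set share of replicates each reaching 50%; inconclusive = only one of those two conditions met; inactive = mean below 50% and too few replicates reaching it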;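 note: 0% = median of the neutral control wells and 100% = twice that signal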
aSyn 5UTR inh – 5' untranslated region of α-synuclein, MLPCN primary screen; alpha-synuclein 5'UTR reporter, inhibitor activity; inhibition, % (tested at 7.5 µM); 300,000 compounds, 0.82% hits; AID 1813; in the data active = inhibition above about 60%; inconclusive = no clear call, values can overlap the other calls;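 note: H4 neuroglioblastoma cells stably carrying SNCA 5'UTR luciferase fusion; 0% = DMSO wells and 100% = positive control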
GSK3 alpha inh – blocks human GSK-3 alpha kinase; inhibition, % at 10 µM; ADP-Glo luminescence, 60 min; AID 2650; 320,000 compounds, 0.1% hits; P49840;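 in the data active = inhibition above about 50%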;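 note: GST-tagged GSK-3 alpha with peptide substrate and 25 µM ATP; 0% = DMSO neutral wells and 100% = GW8510 positive control wells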
Target sequence (P49840 whole entry, looked up): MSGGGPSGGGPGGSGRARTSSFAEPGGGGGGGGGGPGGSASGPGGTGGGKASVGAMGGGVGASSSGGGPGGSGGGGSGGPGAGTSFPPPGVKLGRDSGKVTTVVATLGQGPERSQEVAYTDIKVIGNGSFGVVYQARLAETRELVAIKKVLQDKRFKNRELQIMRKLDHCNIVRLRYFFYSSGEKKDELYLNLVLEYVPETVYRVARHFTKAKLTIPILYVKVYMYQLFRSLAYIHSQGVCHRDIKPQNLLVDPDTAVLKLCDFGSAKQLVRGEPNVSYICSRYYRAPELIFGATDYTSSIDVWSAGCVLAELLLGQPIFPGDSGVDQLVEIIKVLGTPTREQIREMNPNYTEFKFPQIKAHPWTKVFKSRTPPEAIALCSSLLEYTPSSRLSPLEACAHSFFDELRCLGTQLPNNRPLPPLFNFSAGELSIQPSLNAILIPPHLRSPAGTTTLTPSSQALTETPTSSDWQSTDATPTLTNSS
Numbers without * were called inactive; i = inactive; ? = inconclusive; / = not tested or not shown. Some of the compounds tested (hit frequency here may not be typical).

SMILES	PolyA inhibitor	IEC-6 cytotox	KLF5 inh	HSF1 inhib	HSP90 inh	AI-2 QS modul	GSK3B inh	HSF1 activator	aSyn 5UTR inh	GSK3 alpha inh
O=C(CN(Cc1ccco1)C(=O)Cn1nnc(-c2ccc(F)cc2)n1)NC1CCCC1	i	5	-8	2	-2	22	1	5	25	1
COc1cccc(-c2nc(CS(=O)(=O)CC(=O)NCCc3ccc(C)cc3)c(C)o2)c1	i	-3	-2	15	5	2	2	15	38	-1
Cc1ccc(Cn2nnc3c(=O)n(CC(=O)N4CCN(c5ccccc5)CC4)cnc32)cc1	i	3	-2	-6	-2	22	0	31	-4	-4
Cc1ccc(C(=O)COC(=O)c2cn3ccccc3n2)cc1	i	5	-16	32	-1	-1	1	62*	-24	-1
C=CCN(CCNP(=O)(OCC)OCC)CP(=O)(OCC)OCC	i	5	5	6	-1	15	1	-1	-8	/
CCN(CC)S(=O)(=O)c1ccc(N2CCOCC2)c(C(=O)O)c1	i	3	-11	0	1	-1	2	-2	-10	-2
CC(=O)/C(=N\Nc1ccccc1)Sc1nnc(-c2ccccc2)n1-c1ccccc1	i	-9	-13	-3	1	30	1	-1	2	-1
CCOC(=O)CCC(=O)Nc1ccccc1C(N)=O	i	-1	-21	-1	0	10	-1	1	8	-1
CCOc1cc(C)c(-c2onc(C(F)(F)F)c2-c2csc(C)n2)c(O)c1	i	-1	-15	5	1	15	2	4	-15	1
CC(=O)Oc1ccc(N(C(C)=O)S(=O)(=O)c2ccc(C)cc2C)c2ccccc12	i	-2	-29	11	-1	9	0	20	30	5
CCc1ccccc1NC(=O)NNC(=O)CCc1ccccc1	i	-1	-9	-1	0	0	2	5	19	1
COc1ccccc1NC(=O)C(=O)N(c1cccnc1)C(C(=O)NC(C)(C)C)c1ccccc1F (centres undefined)	i	7	-30	1	0	27	-3	-7	16	0
CCOC(=O)NC1CCS(=O)(=O)C1 (centres undefined)	i	-5	3	-11	-4	20	2	9	12	-2
COc1ccc2[nH]c(=O)c(CN(CCO)S(=O)(=O)c3ccc(C)cc3)cc2c1	i	2	-11	-3	0	?	2	-3	15	5
CCNC(=S)Nc1ccc(C)c(S(=O)(=O)Nc2ccccc2OC)c1	/	-4	13	7	2	-19	0	31	-5	0
O=C(NCCc1c[nH]c2ccccc12)C(=O)NCC(c1ccco1)N1CCN(c2ccccc2F)CC1 (centres undefined)	i	15	5	2	2	14	-1	17	3	3
CC[N+](CC)(CCO)CCCN1C(=O)C2CC=C(Cl)CC2C1=O (centres undefined)	i	6	12	-3	0	12	2	-3	-9	2
O=C(O)COc1ccc(/C=N/NC(=O)c2ccccc2Br)cc1	i	5	-22	-67*	1	17	-1	-74	4	-1
CN(CCOc1ccc(Cl)c(Cl)c1)Cc1ccccc1	/	-4	-28	1	-6	-1	3	-10	5	-4
CC(=O)N1CCn2c3c(c4cc(C)ccc42)CCCC31 (centres undefined)	i	7	2	1	-2	6	-1	-5	-38	2
CCCC(c1nnnn1C(C)(C)CC)N(CCCO)Cc1cc2cc(C)cc(C)c2[nH]c1=O (centres undefined)	i	6	-32	7	2	19	0	9	28	0
COc1ccc(S(=O)(=O)NCC(=O)N(CC(=O)NCC2CCCO2)c2c(C)cccc2C)cc1 (centres undefined)	/	0	-12	/	-2	24	-2	/	/	-1
CC1=C(C(=O)Nc2ccccc2)C(c2ccco2)n2ncnc2N1 (centres undefined)	i	-9	-10	-5	-1	12	0	-11	-3	1
O=C(CSc1nc2ccccc2c2c1CCCC2)N1CCOCC1	i	4	23	2	-1	-2	1	8	10	2
CCC(=O)Nc1nnc(Sc2ccc(N(C)C)cc2)s1	i	-1	14	6	-3	19	-1	14	10	-2
SMILES	PolyA inhibitor	IEC-6 cytotox	KLF5 inh	HSF1 inhib	HSP90 inh	AI-2 QS modul	GSK3B inh	HSF1 activator	aSyn 5UTR inh	GSK3 alpha inh
Cc1[nH]nc2c1C1(CCN(C(=O)OCc3ccccc3)CC1)C(C#N)=C(N)O2	i	1	23	-5	24*	11	-4	0	-11	2
CN1CCN(c2ccc(NC(=O)c3ccccc3)cc2)CC1	i	-2	-158	8	2	22	2	6	-102	2
COc1ccc(NC(=O)CN2CCN(CC(=O)Nc3ccccc3Cl)CC2)cc1Cl	i	-8	-15	2	5	13	3	-13	-15	2
Cc1cccc(C(=O)Nc2ccc(CC(=O)O)cc2)c1	i	-11	-4	-30	1	24	2	-29	51	1
Cc1cc(NC(=O)CSCC(=O)N(C)Cc2ccc(Cl)cc2Cl)no1	i	/	/	28	/	34	1	30	17	-1
COC(=O)Cn1c(C)c(/C=C/c2cc[n+](C)cc2)c2ccccc21	i	0	-6	-3	-1	3	1	-14	22	0
COC(=O)C1=C(C)N(c2ccc(Cl)cc2)/C(=C/c2ccc(O)cc2)C1=O	i	7	-15	-1	1	8	-2	13	-22	-2
O=C(CSCc1ccc(Cl)cc1Cl)Nc1ccccc1C(=O)Nc1ccc(C(=O)O)cc1	i	1	-17	0	-2	19	2	4	10	1
CCc1nc(SCC(=O)c2ccccc2)c2c(=O)n(C)c(=O)n(C)c2n1	i	1	-29	11	-2	-7	-1	39	13	1
Cc1cc(C(=O)N2CCCC(C(=O)c3cccc4ccccc34)C2)nc(C)n1 (centres undefined)	i	1	-34	2	-2	-1	0	8	7	2
O=C(c1ccco1)N1CCN(c2ncnc3sc4c(c23)CCC4)CC1	i	-5	4	-6	-8	3	-9	5	-55	5
CS(=O)(=O)n1nc(C(=O)N2CCOCC2)nc1N	i	2	6	-2	-1	-2	-2	4	-9	3
S=c1nc(C2CC2)n(-c2ccccc2)[nH]1	i	3	-1	18	1	14	0	22	1	-2
COc1ccc(/C(C)=N/NC(=O)CNC(=O)c2ccco2)cc1	i	-8	-43	-4	-1	27	1	-7	0	0
OC1(c2ccccc2)c2ccccc2-c2ncccc21 (centres undefined)	/	6	3	5	2	3	3	19	-20	-1
CCN(CC)C(=O)Cn1cc(S(=O)(=O)CC(=O)NCc2ccc(C)cc2)c2ccccc21	i	-8	-14	3	-2	6	-1	-3	-3	0
COc1ccccc1NC(=O)Nc1nnc(Cc2ccc(F)cc2)s1	i	14	39	12	-3	3	0	28	24	-4
O=C(c1ccc(S(=O)(=O)N2CCOCC2)cc1)N(c1ccccc1)C1C=CS(=O)(=O)C1 (centres undefined)	i	2	-16	-15	5	2	1	1	-4	-4
COc1cccc(NS(=O)(=O)c2cc(C)ccc2OC)c1	i	-2	-3	-4	-5	12	-2	-1	-13	-2
CCNc1ccc(S(=O)(=O)N(C)C)cc1NCC(=O)Nc1ccc(F)c(Cl)c1	i	6	-23	4	-1	14	-3	4	26	-3
COc1ccc(S(=O)(=O)Nc2ccc(N3CCOCC3)nc2)cc1	i	4	-28	-3	1	14	0	-1	-15	2
CCc1ccc(S(=O)(=O)NCc2cn3ccsc3n2)s1	i	4	-1	-27	3	6	-5	-34	-10	-1
Cc1cc(C(=O)OCC(=O)NCc2cccs2)c2ccccc2n1	i	-3	-21	-3	-4	10	3	6	2	-3
COCCN(C(=O)COC(=O)Cc1coc2cc(C)ccc12)c1c(N)n(Cc2ccccc2)c(=O)[nH]c1=O	i	/	/	-3	/	5	1	-6	11	-1
CC(C)(C)c1ccc(/C([O-])=C(/C(=S)NCc2ccco2)[n+]2ccccc2)cc1	i	-1	-14	-7	7	20	-2	2	-8	0
SMILES	PolyA inhibitor	IEC-6 cytotox	KLF5 inh	HSF1 inhib	HSP90 inh	AI-2 QS modul	GSK3B inh	HSF1 activator	aSyn 5UTR inh	GSK3 alpha inh
O=C(OCC(=O)N1CCN(c2ccccc2)CC1)c1cccc([N+](=O)[O-])c1	i	/	/	0	/	26	0	-16	11	0
Cc1c(Br)c([N+](=O)[O-])nn1CC(=O)NC1CCCCCC1	i	-4	6	4	-1	18	-2	17	16	-3
N#CNC(=Nc1cccc(F)c1)SCc1cccc(F)c1	i	-5	-22	3	-5	19	0	16	2	-1
O=C1OCCN1C(=O)[C@H]1[C@H](c2ccc(F)cc2)C(c2ccc(F)cc2)=NN1c1ccc(Br)cc1	i	3	-1	8	1	35	0	5	4	-1
CC(=O)/C(N=Nc1cc2c(cc1[N+](=O)[O-])OCCO2)=C(\C)O	i	10	-30	-4	0	16	0	29	11	-2
CCOC(=O)c1c(NC(C)=O)sc2c(OCCN(CC)CC)c(Br)ccc12	i	1	-20	10	2	6	2	31	-7	0
CCN(c1ccccc1)S(=O)(=O)c1ccc(Cl)c(NC(=O)CSc2nncs2)c1	i	-1	-16	-3	4	10	-3	-1	-22	3
c1ccc(-c2nc(NC3CCCC3)c3ccccc3n2)cc1	i	5	-5	5	-1	16	0	25	13	8
Cc1cccc(C)c1N(CC(=O)N1CCN(c2ccccc2F)CC1)S(C)(=O)=O	i	-2	4	-1	-7	17	3	-1	13	1
O=[N+]([O-])c1ccc(-c2nc(Nc3cccc(O)c3)c3ccccc3n2)cc1	i	2	-20	16	3	33	-2	10	20	-5
CCOCCCn1c(SCC(=O)Nc2cccc(OC)c2)nc2ccccc2c1=O	i	2	-39	-5	-3	11	0	-3	4	-2
CCC(=O)c1ccc(OCCN2CCOCC2)cc1	i	7	-11	-4	-2	-5	-1	5	-19	-2
CC1CC(C)CN(c2cc3c(cc2[N+](=O)[O-])C(=O)N(c2ccccc2)C3=O)C1 (centres undefined)	i	-1	-20	-9	-2	28	-2	7	19	3
Cc1ccc(C)c(N2CCN(C(=O)Cc3ccc(-n4c(=O)[nH]c5ccsc5c4=O)cc3)CC2)c1	i	5	-12	2	-2	40	0	14	28	-1
CC(=O)c1c(C)[nH]c(C(=O)OCC(=O)NCCc2ccc(Cl)cc2)c1C	i	1	-22	2	2	12	1	2	12	0
COc1ccc(Cl)cc1NC(=O)C1CCN(S(C)(=O)=O)CC1	i	-2	-22	-4	2	3	0	-9	-10	-1
COc1ccc(CN(C(=O)CSc2nnc(-c3c[nH]c4ccccc34)o2)c2ccc(F)cc2)cc1OC	i	-1	-11	-34	1	14	-1	-34	-43	0
CCN(CCO)C(=S)Nc1cc(S(=O)(=O)N(C)C)ccc1C	i	6	6	-7	1	3	1	3	0	-3
COc1ccc([N+](=O)[O-])cc1NC(=O)C1C2C=CC(C2)C1C(=O)O (centres undefined)	i	-1	-44	-1	0	22	2	-4	15	-2
COc1ccc(NC(=O)CN2C(=O)N(C)Cc3ccccc32)c(C)c1	i	0	-5	-1	3	7	5	11	12	-1
N=C(N)SCc1ccccc1Cl	i	0	-18	-39	-7	11	5	-54	-48	1
N#Cc1cccnc1N1CCN(C(=O)c2ccccc2)CC1	i	0	-12	-11	1	16	-2	-30	19	1

Assay outcomes (PubChem BioAssay)
